Screening results as filed in PubChem.
SENP8 block – human SENP8 protease inhibitors, primary screen, biochemical, fluorescence, Nedd8 protein substrate, uHTS; 360,000 tested, 0.64% active; Sentrin-specific protease 8 (Homo sapiens), Q96LD8; recombinant SENP8; inhibition, % at 20 µM; in the data active = inhibition mostly above about 40%, no sharp cut-off; inactive = mostly below about 27%
hIAP activ – human IAP activators, primary screen, biochemical, luminescence, uHTS | Intestinal-type alkaline phosphatase (Homo sapiens), P09923 | purified human IAP, CDP-Star luminescence, 30 min; active compounds read high; 1 = vehicle-only enzyme, 0 = enzyme-free background | activation factor at 10 µM | 330,000 tested, 0.16% active;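 active = activation factor of the enzyme at least 2-fold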; note: the source names both 10 and 20 µM as test concentration; values of inactives mirror those of a sister screen read the other way
Target sequence (P09923 whole entry, looked up): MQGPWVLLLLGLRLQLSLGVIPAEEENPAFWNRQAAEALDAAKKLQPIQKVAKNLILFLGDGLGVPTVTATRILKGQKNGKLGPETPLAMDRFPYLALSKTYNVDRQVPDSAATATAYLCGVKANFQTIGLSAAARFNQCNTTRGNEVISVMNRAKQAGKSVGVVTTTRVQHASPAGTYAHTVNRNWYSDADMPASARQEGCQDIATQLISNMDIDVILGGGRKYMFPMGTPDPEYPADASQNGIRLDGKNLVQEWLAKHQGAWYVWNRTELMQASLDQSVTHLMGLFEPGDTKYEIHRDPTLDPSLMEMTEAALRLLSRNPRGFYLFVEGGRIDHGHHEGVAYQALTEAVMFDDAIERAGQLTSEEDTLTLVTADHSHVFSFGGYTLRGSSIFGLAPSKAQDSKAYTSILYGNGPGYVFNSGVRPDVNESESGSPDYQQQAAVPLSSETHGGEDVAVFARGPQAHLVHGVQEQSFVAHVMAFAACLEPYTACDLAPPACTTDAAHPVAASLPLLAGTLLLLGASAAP
PfGluPho inh – PfG6PD enzyme inhibitors, primary screen, biochemical, fluorescence intensity, uHTS; glucose-6-phosphate dehydrogenase-6-phosphogluconolactonase (Plasmodium falciparum 3D7); PfGluPho enzyme, NADPH resazurin-diaphorase fluorescence; inhibition, % at 20 µM; 350,000 tested, 0.78% active; AID 504690, 2011;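 active = inhibition reaching at least a set limit at 20 µM in the primary screen, cut at about 59% in these data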;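 note: 0% = DMSO wells with substrate and 100% = DMSO wells lacking glucose-6-phosphate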
GRIN3A LBD mod – binders of NR3A ligand-binding domain, primary screen, biophysical, differential scanning fluorimetry, uHTS; Glutamate receptor ionotropic, NMDA 3A (GRIN3A) ligand-binding domain; AID 1259313, 2017; NR3A LBD differential scanning fluorimetry, Tm shift; 0% = protein alone, 100% = glycine-bound protein; Tm shift relative to glycine control, % at 25 µM; 340,000 tested, 2.5% active;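 active = melting temperature shift of at least 10% of the positive control shift, at one fixed dose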
SENP6 inh – SENP6 protease inhibitors, primary screen, biochemical, luminescence, uHTS; Sentrin-specific protease 6 (Homo sapiens), Q9GZR1; Recombinant SENP6 catalytic domain, aminoluciferin luminescence; inhibition, % at 10 µM; 330,000 tested, 1.8% active;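 active = inhibition above about 50% at the single tested dose, limit read from the data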;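 note: plate controls were DMSO wells with enzyme for no effect and DMSO wells lacking enzyme for full effect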
ATG4B inhibitor – ATG4B protease inhibitors, primary screen, biochemical, fluorescence, uHTS; ATG4B cleavage of LC3-PLA2, NBD-HPC fluorescence, 1 h; AID 504462, 2011; inhibition, % at 8.33 µM; 340,000 tested, 0.51% active; in the data active = inhibition above about 40%
Target sequence (Q9Y4P1 whole entry, looked up): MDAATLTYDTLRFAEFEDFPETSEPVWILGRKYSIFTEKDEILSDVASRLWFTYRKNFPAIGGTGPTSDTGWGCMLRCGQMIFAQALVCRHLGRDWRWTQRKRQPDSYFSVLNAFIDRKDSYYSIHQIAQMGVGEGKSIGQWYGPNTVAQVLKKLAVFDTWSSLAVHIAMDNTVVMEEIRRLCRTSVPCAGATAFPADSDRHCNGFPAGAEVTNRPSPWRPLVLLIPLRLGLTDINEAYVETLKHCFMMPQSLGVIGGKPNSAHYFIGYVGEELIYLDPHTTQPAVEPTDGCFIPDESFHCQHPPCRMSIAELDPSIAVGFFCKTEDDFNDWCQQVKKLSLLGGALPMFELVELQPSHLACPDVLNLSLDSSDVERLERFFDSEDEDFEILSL
SENP1 inh – human SENP1 catalytic domain inhibitors, primary screen, biochemical, FRET, uHTS. Sentrin-specific protease 1 (Homo sapiens), Q9P0U3. recombinant SENP1 catalytic domain, CyPet-SUMO1-YPet FRET cleavage. inhibition, % at 10 µM. 360,000 tested, 0.21% active. AID 624204, 2012;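 active = inhibition at least 30% at 10 µM, raw YFP signal under a set limit, fluorescence ratio 0.5 to 1.5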;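 note: 0% = enzyme with DMSO and 100% = no enzyme wells; some results filed as inactive read as strong as hits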
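Compound: 10 µM single point, 0.5% DMSO; Test system: hSENP1 catalytic domain, recombinant; Timing: 50 min reaction at room temperature; Technique: FRET, CFP and YFP emission; Control set: no-enzyme wells low, DMSO-plus-enzyme wells high control.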
MPTP inh – mitochondrial permeability transition pore inhibitors, primary screen, biochemical, isolated mouse mitochondria, absorbance; Ca2+ swelling absorbance, 30 min; inhibition, % at 10 µM; 360,000 tested, 1.4% active;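 active = inhibition of 50% or more, scaled per plate between neutral and stimulator controls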;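 note: 0% = DMSO wells given calcium and 100% = 1 mM EGTA wells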
Numbers without * were called inactive; . = not tested or not shown.

SMILES	SENP8 block	hIAP activ	PfGluPho inh	GRIN3A LBD mod	SENP6 inh	ATG4B inhibitor	SENP1 inh	MPTP inh
COc1ccc(CNC(=O)COc2cc(=O)n(C)c3ccccc23)cc1	14	1.2	-3	-4	3	3	2	1.1
COc1ccc2c(c1)CCc1c-2n[nH]c1C(=O)O	9	1.1	-15	-6	-1	-2	4	0.6
CCOC(=O)c1ccc(N(C(=O)c2ccco2)C(C(=O)NC2CCCCC2)c2ccncc2)cc1 (stereo not given)	3	0.87	-16	-1	-20	7	-2	-1.0
Cc1ccc(-c2ccc(SCC(=O)c3ccccc3)nn2)cc1	-2	0.95	30	4	14	25	-20	1.2
COc1ccc(CCNC(=O)c2ccc3ccccc3n2)cc1	-12	0.99	-7	0	-18	-8	-10	-1.4
Cc1c(C(=O)NCC(C)C)sc2nc(-c3ccc(F)cc3)cn12	-1	0.92	16	-1	9	-24	1	0.2
NS(=O)(=O)c1ccc(Nc2nc3ccccc3nc2NS(=O)(=O)c2cccc([N+](=O)[O-])c2)cc1	15	0.9	-27	32*	10	-4	-12	0.7
O=C(Nc1ccccc1C(=O)NC1CCCCC1)c1ccccc1	0	1.2	0	-4	8	1	0	-2.4
O=C(NCc1nc2ccccc2[nH]1)C1=C[C@H](c2coc3ccccc3c2=O)C[C@H](OCc2ccc(CO)cc2)O1	4	1.1	15	1	-5	-19	-5	-0.6
Cc1ccc(NC(=S)N2CCC(NC(=O)c3ccc(F)cc3)CC2)cc1	24	0.96	-7	1	-6	-4	6	-0.9
CN1CCN(C(=O)c2ccc3nc(-c4ccccc4)c(-c4ccccc4)nc3c2)CC1	-369	0.96	-19	-3	-14	1	-1	-0.8
CCCNC(=O)C(Cc1ccc(F)cc1)NC(=O)c1ccc(C#N)cc1 (stereo not given)	9	0.92	1	0	-20	4	2	0.2
Cc1ccc(-n2nnnc2Sc2nc([N+](=O)[O-])nn2C)c(C)c1	29	1	-6	1	0	-3	1	-0.8
O=C(CCc1nnc(CCc2ccccc2)o1)N1CCCC1c1nccs1 (stereo not given)	10	1	1	-2	9	-9	0	2.1
COc1ccc(N2CCN(C(=O)[C@H](C)NC(=O)c3ccccc3Cl)CC2)cc1	8	1	-19	2	-23	-11	0	-1.5
Cc1noc(C)c1C(=O)N(C)Cc1ccccc1	14	0.99	-19	2	-5	1	-2	0.6
Cc1ccccc1OCCC(=O)Nc1ccc(N2CCOCC2)cc1N1CCOCC1	9	0.94	14	3	-3	-15	2	-1.2
CC(C)=Cc1oc2ccc([N+](=O)[O-])cc2c1N1CC(C)OC(C)C1 (stereo not given)	15	0.89	21	-2	-33	-9	1	2.5
O=c1[nH]c2ccc(S(=O)(=O)N3CCC(Cc4ccccc4)CC3)cc2o1	13	1.2	-45	-3	-12	-2	-7	7.3
CC1CN(C(=O)c2cccc(COc3ccccc3Cl)c2)CC(C)O1 (stereo not given)	6	0.84	4	2	-4	4	0	2.1
COc1ccc2nc(N3C(=O)C(O)=C(C(=O)c4ccco4)C3c3ccccc3OC)sc2c1 (stereo not given)	-76	0.98	-2	-11	9	-1	-58	0.5
COc1cc(/C=C/C(=O)OCc2c(C)noc2C)ccc1OC(F)F	-6	0.92	13	0	-1	-7	-1	-3.5
CSC1=N/C(=C\c2ccccc2Cl)C(=O)N1N(C)C	16	0.81	12	3	-15	-3	1	1.8
Cc1ccc2nc(Nc3ccc(C)c(C)c3)c3nncn3c2c1	-179	1	25	-5	-22	-13	-28	1.4
CCOc1cc(/C=C/c2ccc3cccc([N+](=O)[O-])c3n2)cc(Cl)c1O	27	0.72	5	6	-5	-16	7	1.1
Cc1ccc(NC(=O)Nc2nnc(-c3ccccc3F)s2)cc1	-100	1	-7	-5	-25	3	0	11
Cc1cc(C(=O)N/N=C/C=C/c2ccccc2)c(C)o1	8	0.97	-9	1	8	-5	1	1.5
CN1CCC(=C2c3ccccc3C=Cc3ccccc32)CC1	6	1	-1	-1	-26	-8	2	5.1
COc1ccc(CC(NC(C)=O)C(=O)NC2CCN(c3nc(C)cc(C)c3C#N)CC2)cc1 (stereo not given)	-398	1.1	-12	2	-16	0	0	-0.7
O=C1c2ccccc2S(=O)(=O)c2cc(C(=O)N3CCN(c4ncccn4)CC3)ccc21	19	0.96	2	3	-27	1	0	-0.7
CC(=O)N(C)c1ccc(NC(=O)Nc2ccc(C)cc2)cc1	-15	0.93	-17	-2	-2	4	1	-0.8
COc1ccc(OC)c(C2=NS(=O)(=O)N(C)C(C(=O)N3CCC4(CC3)OCCO4)=C2)c1	10	0.93	7	1	-8	-8	11	-2.1
COc1ccc(OC)c(S(=O)(=O)N2CCN(c3ccccn3)CC2)c1	3	1	-8	-2	1	-6	2	-0.4
CCOc1cc(/C=C2\CCC/C(=C\c3cc(Cl)c(O)c(OCC)c3)C2=O)cc(Cl)c1O	33	0.79	-11	3	-10	44*	-11	2.8
Cc1cc(NC(=O)c2cc3ccccc3oc2=O)no1	-47	.	7	2	.	-2	-5	-1.7
Cn1c(=O)n(C)c2cc(N3CCOCC3)c(NC(=O)c3cccc(Cl)c3)cc21	-2	1	-4	7	-2	3	1	-0.4
CCOC(=O)C1CCN(C(=O)C(CCSC)NC(=O)c2ccccc2OC)CC1 (stereo not given)	2	0.96	0	2	-12	-3	2	0.7
CCCCCOC(=O)NC1CCS(=O)(=O)C1 (stereo not given)	4	1.1	-12	0	-6	1	-3	-1.7
O=C(Cn1[nH]c(=O)c2ccccc2c1=O)OCC(=O)c1ccc(F)c(F)c1	10	0.81	-2	-1	-17	-5	2	0.0
O=C(CN1CCN(c2ccc(O)cc2)CC1)Nc1ccc(S(=O)(=O)N2CCCC2)cc1	17	0.99	60*	0	16	-3	1	0.4

Quoted at random: seven records from the list.
SMILES	SENP8 block	hIAP activ	PfGluPho inh	GRIN3A LBD mod	SENP6 inh	ATG4B inhibitor	SENP1 inh	MPTP inh
O=C1c2ccccc2S(=O)(=O)c2cc(C(=O)N3CCN(c4ncccn4)CC3)ccc21	19	0.96	2	3	-27	1	0	-0.7
CN1CCN(C(=O)c2ccc3nc(-c4ccccc4)c(-c4ccccc4)nc3c2)CC1	-369	0.96	-19	-3	-14	1	-1	-0.8
COc1ccc(CCNC(=O)c2ccc3ccccc3n2)cc1	-12	0.99	-7	0	-18	-8	-10	-1.4
CCOc1cc(/C=C2\CCC/C(=C\c3cc(Cl)c(O)c(OCC)c3)C2=O)cc(Cl)c1O	33	0.79	-11	3	-10	44*	-11	2.8
CC(=O)N(C)c1ccc(NC(=O)Nc2ccc(C)cc2)cc1	-15	0.93	-17	-2	-2	4	1	-0.8
CC(C)=Cc1oc2ccc([N+](=O)[O-])cc2c1N1CC(C)OC(C)C1 (stereo not given)	15	0.89	21	-2	-33	-9	1	2.5
Cc1cc(NC(=O)c2cc3ccccc3oc2=O)no1	-47	.	7	2	.	-2	-5	-1.7

(listing goes on)
SMILES	SENP8 block	hIAP activ	PfGluPho inh	GRIN3A LBD mod	SENP6 inh	ATG4B inhibitor	SENP1 inh	MPTP inh
O=C1CC(c2ccc3c(c2)OCO3)Sc2nc3ccccc3n21 (stereo not given)	0	1.1	-20	-20	-2	3	3	-1.1
O=C(c1ccc(F)cc1Cl)N1CCN(S(=O)(=O)c2cccs2)CC1	12	0.91	-23	0	-5	3	1	-0.9
CN1CCN(C(=O)C2=C[C@@H](c3ccc(C(F)(F)F)cc3)C[C@@H](OCCCCO)O2)CC1	19	0.9	1	-1	-7	-9	-3	0.8
O=C(NCC1CCCCC1)c1cccc(Br)c1	14	1	-8	-1	-20	5	0	-0.7
O=C(C=CC=Cc1ccccc1)c1ccc([N+](=O)[O-])cc1	13	.	12	.	.	.	4	0.4
CCOc1ccccc1CN1CCNC(=O)C1CC(=O)NCCN1CCOC1=O (stereo not given)	-4	1.1	-7	-2	-8	17	0	-1.9
CCC(C)(C(=O)NC1CCCCC1)N(C(=O)CNC(=O)c1ccccc1)c1c(C)n(C)n(-c2ccccc2)c1=O (stereo not given)	19	1	-4	-1	6	-5	0	1.0
COc1ccccc1CNC(=O)c1cc(S(=O)(=O)N2CCCCC2)c[nH]1	1	1.2	-6	1	3	5	2	0.4
Cc1ccc(C(=O)NCCCN2CCOCC2)cc1S(=O)(=O)N1CCCCC1	3	0.82	3	2	5	-10	0	-2.5
O=C(NCc1nnc(SCC(=O)N2CCc3ccccc32)o1)c1ccco1	19	1.2	-17	0	-16	-2	2	-0.1
COP1(=O)C[C@@H](O)[C@@H](O)[C@@H](COCc2ccccc2)O1 (stereo not given in full)	16	0.85	5	0	-24	-12	0	-2.3
CC(=O)Nc1n[nH]c(-c2ccc(C)cc2)c1C	-5	0.88	11	0	-2	-4	0	0.5
Cc1cc(NC(=O)CCC(=O)N(Cc2ccccc2)C(C(=O)NC2CCCC2)c2ccc(C)o2)no1 (stereo not given)	2	1	12	-2	-17	-1	-2	1.1
O=C(NC1CCN(Cc2ccccc2)CC1)c1ccccc1	10	0.98	2	0	15	0	1	0.1
COc1ccc(-c2noc(COc3ccc4ccccc4c3Br)n2)cc1OC	14	1	16	-11	-25	-4	2	1.0
COc1ccccc1NC(=O)CSc1nnc(CC(=O)Nc2ccccc2F)n1C	14	1.1	4	-1	-13	-13	4	-0.6
NC(=O)CC(NC(=O)Cc1cccc2ccccc12)c1ccc(N2CCN(c3ccccn3)CC2)c([N+](=O)[O-])c1 (stereo not given)	16	0.93	12	-10	-18	-4	1	-0.9
CC(C)Oc1ccc(C(=O)N2CCN(C(=O)c3ccco3)CC2)cc1	8	1.2	3	2	-8	4	0	4.2
O=C(COc1ccccc1Cl)NCCNC(=O)c1ccncc1	9	1.1	-15	-4	-38	-6	0	0.7
CCCCN1CC(COCc2ccccc2)Oc2cccc(NCc3ccc(OC)cc3)c2S1(=O)=O (stereo not given)	-130	.	25	1	.	7	-1	-0.2
O=C(CNC(=O)c1cccs1)N/N=C/c1ccc(O)cc1O	-7	1.6	-28	6	14	-5	-7	1.3
COCCn1c(=N)c(C(=O)NCCc2ccccc2)cc2c(=O)n3cccc(C)c3nc21	-379	0.92	2	-2	-27	-3	10	-1.5
NS(=O)(=O)c1ccc(CCNC(=O)C2CCN(C(=O)Nc3ccccc3)CC2)cc1	15	0.95	-9	1	10	8	0	-0.9
COc1cccc(-n2c(-c3ccco3)nc3nc4ccccc4nc32)c1	-399	0.92	-13	0	10	-8	-42	1.8
Cc1ccc(C(C(=O)NCc2ccco2)N(C(=O)CNC(=O)c2cccs2)c2c(C)cccc2C)cc1 (stereo not given)	21	0.87	-5	-19	-6	-2	0	3.1
Cc1cccc(NC(=O)c2nc[nH]c2C(=O)N[C@@H](Cc2ccccc2)C(=O)OC(C)(C)C)c1	16	1.4	33	-1	-20	-15	1	0.5
Cc1c(C#N)c2ncn(CC#N)c(=O)c2n1-c1ccccc1	19	1.1	12	-4	-4	-4	-2	0.4
COc1ccc(NC(=O)c2sc3nc(N4CCCC4)c4c(c3c2N)CC(C)(C)OC4)c(OC)c1	-346	1.3	35	-1	2	0	-25	0.6
COC(=O)c1ccccc1NC(=O)COC(=O)[C@H](C)NC(N)=O	-6	1	-3	-2	-7	-5	-1	-0.1
O=C(NCCC(=O)N1CCN(c2ccc(F)cc2)CC1)c1ccco1	-4	0.92	4	2	-7	-6	1	-0.6
O=C1NCCCc2nc(Oc3ccccc3)sc21	14	1	5	2	5	-4	-1	-0.6
